OX1R antag-1 – antagonists of human orexin 1 receptor (OX1R); Orexin/Hypocretin receptor type 1 (Homo sapiens), O43613; 330,000 tested, 1.8% active; inhibition, % at 6.6 µM; OX1R-expressing cells, FRET antagonist read-out; AID 485270, 2010; in the data active = inhibition mostly above about 38%, no sharp cut-off; inactive = mostly below about 40%;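 also: 0% = agonist challenge alone and 100% = reference antagonist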
Target sequence (O43613 whole entry, looked up): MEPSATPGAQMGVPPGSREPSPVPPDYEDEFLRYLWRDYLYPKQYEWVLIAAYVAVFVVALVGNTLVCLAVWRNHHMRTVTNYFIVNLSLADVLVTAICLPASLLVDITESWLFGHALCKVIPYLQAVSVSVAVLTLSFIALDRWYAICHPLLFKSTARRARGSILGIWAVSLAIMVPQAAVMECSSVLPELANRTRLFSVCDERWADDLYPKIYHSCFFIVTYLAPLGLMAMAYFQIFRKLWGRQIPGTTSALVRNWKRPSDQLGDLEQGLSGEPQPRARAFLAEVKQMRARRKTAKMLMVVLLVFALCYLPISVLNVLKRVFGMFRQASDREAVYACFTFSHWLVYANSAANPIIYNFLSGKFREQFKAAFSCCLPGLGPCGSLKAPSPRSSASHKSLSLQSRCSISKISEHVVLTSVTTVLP
OX1R antag-2 – OX1R (HCRTR1) antagonists, primary screen, fluorescence, CHO/OX1R cells, Fluo-8 calcium, orexin A; AID 434989, 2010; 330,000 tested, 0.43% active; Fluo-8 calcium fluorescence; inhibition, % at 5 µM; Orexin/Hypocretin receptor type 1 (Homo sapiens), O43613;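 active = inhibition above its plate's threshold, mean inhibition of all tested compounds on the plate plus 3 SD, cut at about 37% in these data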;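 also: 0% = orexin A challenge wells and 100% = SB-334867-A antagonist wells; not every result past the cut was called active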
STK33 inh – inhibitors of purified STK33 kinase, primary screen, biochemical, ADP-Glo luminescence, homogeneous, cell-free | inhibition, % at 10 µM | 320,000 tested, 0.073% active | MBP phosphorylation | AID 2661, 2010;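 active = inhibition at or above 25%, using the most active replicate where run in duplicate; inactive = inhibition below 25%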
Target sequence (Q9BYT3 whole entry, looked up): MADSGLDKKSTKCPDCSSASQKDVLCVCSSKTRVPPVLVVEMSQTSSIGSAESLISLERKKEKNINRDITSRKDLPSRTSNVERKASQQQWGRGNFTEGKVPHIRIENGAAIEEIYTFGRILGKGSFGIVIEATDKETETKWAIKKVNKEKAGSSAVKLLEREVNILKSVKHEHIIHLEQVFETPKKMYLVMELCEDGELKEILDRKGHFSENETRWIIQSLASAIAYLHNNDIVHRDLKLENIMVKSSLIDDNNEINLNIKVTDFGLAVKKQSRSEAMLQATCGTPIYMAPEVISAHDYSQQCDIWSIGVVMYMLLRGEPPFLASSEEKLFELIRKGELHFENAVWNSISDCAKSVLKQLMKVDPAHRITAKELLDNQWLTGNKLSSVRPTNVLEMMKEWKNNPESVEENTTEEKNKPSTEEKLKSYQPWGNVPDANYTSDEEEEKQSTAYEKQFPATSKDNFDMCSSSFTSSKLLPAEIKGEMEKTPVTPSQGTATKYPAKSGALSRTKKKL
* hit, by the source's call; . = no result given.

Each structure is followed by: STK33 inh	OX1R antag-1	OX1R antag-2
CCCN(CC(=O)Nc1ccccc1C)C(=O)c1ccc(N2CCOCC2)c([N+](=O)[O-])c1
  0.5	14	-15
CCOC(=O)c1nn(-c2ccccc2)c(C#N)c1N
  0.0	17	-11
COc1cc(Cl)c(C)cc1NC(=O)Cc1ccc(OC)c(OC)c1
  2.7	24	-19
Cc1ccc(S(=O)(=O)N2CCN(C(=O)c3cc(C4CC4)nc4c3cnn4C(C)C)CC2)cc1
  -0.6	2	-24
CCOC(=O)C(=NC1CCS(=O)(=O)C1)NNc1ccccc1Cl (configuration not stated)
  1.4	13	-2
COc1cc(NC(=O)c2ccc(=O)[nH]n2)cc(OC)c1OC
  0.1	8	5
CC(C)(C)OC(=O)NCCCCC1=CC2=CC(=O)C(C)(OC(=O)c3ccco3)C(=O)C2=CO1 (configuration not stated)
  0.8	6	-3
COc1ccc(/C=C2\N=C(C)N(c3ccc(C(=O)O)cc3)C2=O)cc1OC
  -1.2	22	8
COc1ccc(OCc2nc3ccccc3[nH]2)cc1
  0.4	10	-4
Cc1ccc(C)c(S(=O)(=O)N2CCCC2CNC(=O)C(=O)NC2CC2)c1 (configuration not stated)
  -0.6	24	-11

Continuation.
Each structure is followed by: STK33 inh	OX1R antag-1	OX1R antag-2
CCOC(=O)C1CCN(C(=O)c2cc(-c3ccncc3)nc3ccccc23)CC1
  0.4	4	-5
C=C(C)Cn1c(C)cc(C)c(S(=O)(=O)c2ccccc2C)c1=O
  -0.5	15	-20
CC(NC(=O)COc1cccc(Br)c1)C(=O)O (configuration not stated)
  -1.6	9	-17
Cc1ccc(CNC(=O)CCS(=O)(=O)c2cccc3nsnc23)cc1
  0.8	25	-22
Cc1ccsc1/C=N/NC(=O)c1ccc(Cn2cc(Br)cn2)o1
  -14	19	-28
Cc1ccc(CN2CCN(Cc3cn(C)nc3-c3ccccc3)CC2CCO)o1 (configuration not stated)
  0.2	5	-18
C/C(O)=C\c1nc2ccccc2oc1=O
  -1.2	50	-4
CC(=O)NCC(=O)NC1CCCc2c1cnn2-c1ccccc1F (configuration not stated)
  1.1	7	1
CCCCNC(=O)C1CCN(c2nc(OC)nc(OC)n2)CC1
  -1.2	9	-10
Cc1ccc(C(=O)NCC(=O)NCCSc2ccc(Br)cc2)cc1
  -0.2	18	-25

Further entries
Each structure is followed by: STK33 inh	OX1R antag-1	OX1R antag-2
COCCCNc1nc2c(c(=O)n(Cc3ccc(F)cc3)c(=O)n2C)n1C
  1.4	8	-16
CC(=O)Oc1ccc(C(=O)Nc2ccccc2C(=O)N2CCCCC2)cc1
  -0.3	4	-16
COc1ccc(C(C(=O)NCc2ccccc2)N(C(=O)c2snc(C(N)=O)c2N)c2ccccc2OC)cc1 (configuration not stated)
  -0.5	5	-21
Cc1nc(SCc2nc3c(F)cccc3[nH]2)c2oc3ccccc3c2n1
  0.1	32	-11
N#CCC(=O)N1CCN(C(c2ccccc2)c2ccccc2)CC1
  -0.6	23	-20
COc1ccc(CCNC(=O)COc2ccc(-c3ccc(C#N)cc3)cc2)cc1
  -1.0	8	4
O=C(NC1CC2CCCC(C1)N2C(=O)NC1CCCCC1)c1ccc(F)cc1 (configuration not stated)
  0.7	11	-21
CCOC(=O)c1c(C)[nH]c(C)c1C(=O)COC(=O)/C=C/c1cccc(Cl)c1
  -0.1	49	-10
O=C(O)c1cc(Cl)c(Cl)cc1C(=O)N1CCOCC1
  -0.2	4	28
Cc1cc(C(=O)N2CCN(S(=O)(=O)c3ccccc3C#N)CC2)c(C)o1
  0.1	2	-25

(next part)
Each structure is followed by: STK33 inh	OX1R antag-1	OX1R antag-2
COc1ccccc1Nc1nc(N)nc(CN2CCCCC2)n1
  0.7	17	-5
CN1CCN(c2ccc([N+](=O)[O-])cc2/C=N/NC(=O)c2cccc([N+](=O)[O-])c2)CC1
  0.6	66*	-29
CC1CCCCN1c1ncnc(N)c1[N+](=O)[O-] (configuration not stated)
  0.3	6	0
O=C(NCCN1CCOCC1)c1ccc(Cl)cc1O
  -0.2	10	-8
COc1ccccc1N1CCN(CC(=O)Nc2cccc(F)c2)CC1
  -2.6	2	-9
COCCCNC(=O)C12CCC(C)(C(=O)C1)C2(C)C (configuration not stated)
  3.5	15	-11
O=c1c(S(=O)(=O)c2ccc(Cl)cc2)cn(Cc2ccccc2F)c2ccc(F)cc12
  -0.5	6	-28
Fc1ccccc1-c1nc2ncccc2o1
  -0.7	13	-15
O=C(COC(=O)C1CC2CCCC(C1)C2=O)Nc1ccccc1 (configuration not stated)
  .	-4	1
Cc1nc(C(=O)N(C)C)nn1-c1cc(Cl)ccc1Cl
  -0.3	15	7

More entries follow:
Each structure is followed by: STK33 inh	OX1R antag-1	OX1R antag-2
N#Cc1cc(C(=O)c2cc(F)ccc2O)cn(Cc2ccccc2)c1=O
  -0.1	9	-41
Cn1c(SCC(=O)NC2CCCCC2)nnc1-c1cccnc1
  0.8	8	-16
COc1ccc(OC)c(C2NC(=O)CCC2[N+](=O)[O-])c1 (configuration not stated)
  -2.3	-12	-12
CCOc1ccc(NS(=O)(=O)c2ccc(C(=O)N(CC)CC(=O)NCc3cccs3)cc2)cc1
  -0.1	4	-13
COc1cccc2c1OC1(C)CC2NC(=O)N1c1cccc(C(=O)Nc2ccc3c(c2)OCCO3)c1 (configuration not stated)
  -2.4	43	1
Cc1ccc(S(=O)(=O)NC(=O)NCc2ccc(F)cc2)cc1
  -2.1	10	-25
COc1cccc(-c2sc3ccc(OC)cc3c2-c2ccc(OC)cc2F)c1
  -1.8	10	-30
CC(C)COP(=O)(OCC(C)C)C(O)c1ccc(F)cc1 (configuration not stated)
  -0.3	22	-22
CCOC(=O)c1oc2cc(OCC(=O)OC)ccc2c(=O)c1-c1ccc(OC)c(OC)c1
  0.9	24	-13
CCn1c(CNC(=O)COc2c(C)cccc2C)nnc1SCC(=O)Nc1nccs1
  -0.2	4	-25

Continued:
Each structure is followed by: STK33 inh	OX1R antag-1	OX1R antag-2
CCN(CCn1cccn1)Cc1cn[nH]c1-c1ccc(OC)cc1F
  -0.5	9	-16
CN(C)S(=O)(=O)c1cccc(C(=O)NCC(C)(C)CNC(=O)c2cccc(S(=O)(=O)N(C)C)c2)c1
  0.0	10	-19
COC(=O)C1=C(C)N(C)C(=O)NC1c1ccccc1 (configuration not stated)
  0.2	2	-2
O=C(Cc1ccccc1)Nc1ncnc2c1C(c1ccccc1)c1c(ccc3ccccc13)O2 (configuration not stated)
  -0.5	8	-29
O=C(N/N=C/CCc1ccccc1)C1CCCCC1
  -0.3	18	-1
Cc1cc(C)c(C)c(OCCCN(C)C)c1
  -0.4	9	-13
CCN(CC)CCCNC(=O)CSc1c2c(nc3cc(Cl)ccc13)CCCC2
  3.0	22	-36
COc1ccc(C(=O)NC(C)c2csc(C)n2)cc1OC1CCN(C(C)=O)CC1 (configuration not stated)
  -0.6	1	-12
CC(C)N1C(=O)C(Cc2nc3ccccc3c(=O)n2-c2ccccc2)c2ccccc21 (configuration not stated)
  0.3	20	-8
Cc1cc(NC(=O)CCCN2C(=O)c3cccc4cccc(c34)C2=O)no1
  -0.9	8	14

(cont.)
Each structure is followed by: STK33 inh	OX1R antag-1	OX1R antag-2
O=C(Nc1ccc(-c2nc3ccccc3[nH]2)cc1)c1ccc2c(c1)OCO2
  -0.7	38	-24
CC(=O)NC(CCS(C)(=O)=O)C(=O)Nc1cc(C)on1 (configuration not stated)
  -0.8	4	3
COc1ccc(OCc2cc(-c3ccc(Cl)cc3)no2)cc1
  -0.6	2	-8
CCOc1ccc(C(=O)Nc2c3c(nn2-c2cccc(C)c2C)CS(=O)C3)cc1 (configuration not stated)
  -1.5	13	-33
O=C(CNc1n[nH]c(=O)[nH]c1=O)N/N=C/C1CC=CCC1 (configuration not stated)
  -0.8	6	2
CC(C)n1c(N2CCN(C(=O)c3cccs3)CC2)nc2ccccc21
  1.6	24	-51
COc1cc(C(=O)NCC(=O)NC(C)CCc2ccccc2)cc(OC)c1OC (configuration not stated)
  -0.6	18	-36
COCCOC1CCN(C(=O)C2CCC(=O)N(CCc3ccccc3)C2)CC1 (configuration not stated)
  -0.3	4	0
S=c1[nH]nc(-c2ccc(Cl)cc2)n1/N=C/c1ccco1
  0.1	16	2
O=C(Nc1csc([N+](=O)[O-])c1)Nc1ccccc1Cl
  -5.8	44	35

Additional entries follow:
Each structure is followed by: STK33 inh	OX1R antag-1	OX1R antag-2
N#Cc1ccccc1S(=O)c1ccccc1C(=O)Nc1ccccc1 (configuration not stated)
  -1.2	27	-19
Cc1ccc(C(=O)/C=C/c2ccccc2[N+](=O)[O-])cc1
  -0.9	29	-11
COc1ccc(OCCOC(=O)c2[nH]c(C)c(C(C)=O)c2C)cc1
  8.3	38	-2
CC(C)NC(=S)N/N=C/c1cccnc1
  0.8	-2	2
C/C(=N\N=C1\NC(=O)C(CC(=O)Nc2ccc(C)c(Cl)c2)S1)C(C)(C)C (configuration not stated)
  -1.1	2	-4
C=CCOC(=O)C1=C[C@H](c2ccc(Br)cc2)[C@@H](CCCO)[C@H](OCC)O1
  -1.5	6	-25
Cc1cc(C)cc(NC(=O)N2CCC(NC(=O)c3ccc(F)cc3)CC2)c1
  0.3	9	-21
CC(=O)Nc1ccc(NC(=O)C2CCCN(C(=O)c3ccc(Cl)cc3)C2)cc1 (configuration not stated)
  -1.4	22	-17
O=C(O)c1ccccc1SCc1cn2cc(Br)ccc2n1
  0.1	-1	-1
CCOc1ccc(/C=N/NC(=O)c2ccccc2Cl)cc1CN1CC2CC(C1)c1cccc(=O)n1C2 (configuration not stated)
  -0.7	37*	-15

Other results.
Each structure is followed by: STK33 inh	OX1R antag-1	OX1R antag-2
O=C1c2ccccc2S(=O)(=O)N1CCOc1ccccc1
  -0.4	22	-11
CCOc1ccccc1NC(=O)CN1CCC(NC(=O)c2ccccc2)CC1
  3.6	20	-40
Cc1cc(C(=O)CSc2ccc3c(c2)OCCO3)c(C)n1C1CC1
  -1.4	30	-24
COC(=O)c1sc(-c2ccccc2)cc1NC(=O)c1ccccc1
  0.4	-4	-12
COc1ccc(OCC(=O)N2CCN(C(=O)Cc3ccccc3)CC2)cc1
  0.7	5	-7
Cc1ccc(C(=O)N2CCN(c3ccc(C(F)(F)F)cn3)CC2)cc1
  -1.4	21	-7
Cc1cccc(NC(=S)NN(Cc2ccccc2)c2ccccc2)c1C
  -0.8	13	-31
N#Cc1c2n(c3c(=O)n(CC(=O)c4ccc([N+](=O)[O-])cc4)cnc13)CCCCC2
  0.0	23	-15
CC(C)(C)C(=O)C(Oc1cccc2nonc12)n1cncn1 (configuration not stated)
  -1.7	4	4
CCCc1cc(C(=O)NNC(=S)NCC2CCCO2)cs1 (configuration not stated)
  -0.5	7	-22

Carrying on:
Each structure is followed by: STK33 inh	OX1R antag-1	OX1R antag-2
COC(=O)c1sccc1NC(=S)Nc1ccc(OC)cc1
  0.8	24	-14
Cc1cc(NC(=O)c2ccc(F)cc2)n(C)n1
  -0.7	1	-12
COc1ccc(NC(=O)NCc2ccc3c(c2)OCO3)c(OC)c1
  1.3	-9	-1
O=C(Nc1ncc([N+](=O)[O-])s1)C1CCN(S(=O)(=O)c2cnc[nH]2)CC1
  -1.0	39	-2
NS(=O)(=O)c1ccc(CCNC(=O)c2ccc3c(c2)OCCO3)cc1
  -0.8	33	-15
CCOC(=O)c1cnc2cc(F)c(F)cc2c1N1CCOCC1
  -0.3	0	6
CCOC(=O)N1CCC(N(C(=O)Nc2cccc(OC)c2)C(C)CC)CC1 (configuration not stated)
  -0.8	-2	5
O=C(CCn1[nH]c(=O)c2ccccc2c1=O)N1CCOCC1
  0.3	4	-9
CCOC(=O)NN1C(=O)c2ccccc2NC1c1cccc(O)c1 (configuration not stated)
  -0.6	3	-5
O=C(CCN1C(=O)c2ccccc2C1=O)NC(=S)Nc1ccccc1Cl
  .	20	-20
COc1ccc(CC2SC(N)=NC2=O)cc1 (configuration not stated)
  -0.1	10	-2

3 compounds already listed, arranged by formula weight, lowest first:
Each structure is followed by: STK33 inh	OX1R antag-1	OX1R antag-2
O=C(CNc1n[nH]c(=O)[nH]c1=O)N/N=C/C1CC=CCC1 (configuration not stated)
  -0.8	6	2
O=C(Nc1csc([N+](=O)[O-])c1)Nc1ccccc1Cl
  -5.8	44	35
COc1ccc(OCC(=O)N2CCN(C(=O)Cc3ccccc3)CC2)cc1
  0.7	5	-7

Six records picked at random from the list so far:
Each structure is followed by: STK33 inh	OX1R antag-1	OX1R antag-2
COc1ccc(CC2SC(N)=NC2=O)cc1 (configuration not stated)
  -0.1	10	-2
CCOC(=O)c1cnc2cc(F)c(F)cc2c1N1CCOCC1
  -0.3	0	6
O=C(CCN1C(=O)c2ccccc2C1=O)NC(=S)Nc1ccccc1Cl
  .	20	-20
Cc1cc(NC(=O)c2ccc(F)cc2)n(C)n1
  -0.7	1	-12
CCOC(=O)NN1C(=O)c2ccccc2NC1c1cccc(O)c1 (configuration not stated)
  -0.6	3	-5
CCOC(=O)N1CCC(N(C(=O)Nc2cccc(OC)c2)C(C)CC)CC1 (configuration not stated)
  -0.8	-2	5

Compound activity: PubChem, several laboratories

This is a random part of the collection; overall some 2.2% were active at least once.
